Bioassay records as filed in PubChem.
M5 PAM: CHRM5 positive allosteric modulation; P08912; CHO-K1 hM5, Fluo-8 calcium, ACh EC20 PAM; 0% = ACh EC20, 100% = ACh EC100; activation, % at 3 µM; hit rate 0.3% among 360,000; AID 624038;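 active means activation above the run cutoff, the mean activation of all test compounds plus 3 SD, cut at about 18% in these data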
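system = human M5 receptor in CHO-K1 cells | reagent = EC20 acetylcholine as agonist stimulus | compound dosing = single-point, 3 µM nominal | incubation = Fluo-8 loading 80 min at 37 °C plus 30 min room temperature | detection = Fluo-8 calcium dye fluorescence, kinetic read | benchmarks = low control EC20 acetylcholine (0%), high control EC100 acetylcholine (100%)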
CHRM1 agonist: agonists of human M1 muscarinic receptor | P11229 | CHO-K1 hM1, Fluo-8 calcium fluorescence, agonist mode; 0% DMSO, 100% acetylcholine EC100 | activation, % at 3 µM | hit rate 0.33% among 360,000 | AID 588814;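 active means activation above the run's mean compound activation plus 3 SD, cut at about 16% in these data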;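 further: peak over basal fluorescence ratio within a 140 s kinetic read after compound addition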
M4 ag: agonists of human muscarinic M4 receptor (CHRM4); P08173; CHO-K1 hM4/Gqi5, Fluo-8 calcium fluorescence; vehicle 0%, full acetylcholine response 100%; activation, % at 3 µM; hit rate 0.14% among 360,000;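 active means activation above the run mean over all test wells plus 3 SD, cut at about 32% in these data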;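 further: peak over basal fluorescence ratio per well then scaled between controls; 0% = DMSO wells and 100% = acetylcholine at EC100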
Target sequence (P08173 whole entry, looked up): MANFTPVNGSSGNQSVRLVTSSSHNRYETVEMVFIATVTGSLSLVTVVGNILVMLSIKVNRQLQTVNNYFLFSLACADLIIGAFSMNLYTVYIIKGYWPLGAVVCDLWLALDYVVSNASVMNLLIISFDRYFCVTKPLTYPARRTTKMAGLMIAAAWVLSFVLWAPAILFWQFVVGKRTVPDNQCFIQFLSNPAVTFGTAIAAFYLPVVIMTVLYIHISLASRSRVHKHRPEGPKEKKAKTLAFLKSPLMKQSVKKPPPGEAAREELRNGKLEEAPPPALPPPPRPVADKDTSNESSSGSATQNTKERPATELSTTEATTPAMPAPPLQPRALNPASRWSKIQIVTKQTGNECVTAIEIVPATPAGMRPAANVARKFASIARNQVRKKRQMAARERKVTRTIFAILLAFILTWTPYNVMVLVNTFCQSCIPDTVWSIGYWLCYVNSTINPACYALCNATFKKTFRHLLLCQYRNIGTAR
M5 ag: CHRM5 agonism in calcium assay | P08912 | CHO-K1 hM5 cells, Fluo-8 calcium fluorescence; 0% DMSO wells, 100% maximal acetylcholine response | activation, % at 3 µM | hit rate 0.19% among 360,000;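 active means activation above the run's mean over test compounds plus 3 SD, cut at about 23% in these data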;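 further: signal is peak over basal fluorescence ratio across the kinetic read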
M4 antag: CHRM4 antagonism in calcium assay. P08173. hit rate 0.73% among 360,000. AID 624125. inhibition, % at 3 µM. CHO-hM4 cells, ACh EC80, Fluo-8 calcium fluorescence;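 active means inhibition above its plate's cutoff, the mean inhibition of sample wells plus 3 SD, cut at about 27% in these data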;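 further: 0% = acetylcholine EC80 with DMSO and 100% = DMSO without agonist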
M5 antag: antagonists of human muscarinic M5 receptor (CHRM5); P08912; CHO-hM5 cells, Fluo-8 calcium fluorescence, ACh EC80; inhibition, % at 3 µM; hit rate 0.59% among 360,000; AID 624040;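 active means inhibition above a per-plate cutoff, the mean of that plate's test compounds plus 3 SD, cut at about 27% in these data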;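 further: 0% = acetylcholine EC80 with DMSO and 100% = DMSO without agonist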
CHRM1 PAM: positive allosteric modulators of human M1 muscarinic receptor; P11229; AID 588819; CHO-K1 hM1, Fluo-8 calcium fluorescence, ACh EC20; 0% = ACh EC20, 100% = maximal ACh; hit rate 0.088% among 360,000; activation, % at 3 µM; in the data active means activation above about 19%, passing the limit was not always enough
TAAR1 agonist: human TAAR1 agonism; Q96RJ0; AID 624467; CHO RD-HGA16 TAAR1, Fluo-8 calcium fluorescence; vehicle wells 0%, saturating PEA agonist 100%; activation, % at 3 µM; hit rate 0.99% among 360,000;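 active means activation above the mean activation of all test compounds in the run plus 3 SD, cut at about 38% in these data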
Target sequence (Q96RJ0 whole entry, looked up): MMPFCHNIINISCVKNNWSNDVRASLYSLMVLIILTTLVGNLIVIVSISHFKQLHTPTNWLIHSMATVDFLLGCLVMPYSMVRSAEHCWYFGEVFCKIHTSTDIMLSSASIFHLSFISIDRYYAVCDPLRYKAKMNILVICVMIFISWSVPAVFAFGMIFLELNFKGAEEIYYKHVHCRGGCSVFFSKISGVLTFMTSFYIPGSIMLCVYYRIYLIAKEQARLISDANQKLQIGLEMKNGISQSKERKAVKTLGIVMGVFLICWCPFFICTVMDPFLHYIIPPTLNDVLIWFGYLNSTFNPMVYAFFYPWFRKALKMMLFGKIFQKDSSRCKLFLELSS
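test system = CHO RD-HGA16 cells carrying human TAAR1 plus Gα16 | schedule = 17-24 h seeding, 75 min 37 °C dye, 30 min RT | compound dosing = 3 µM single concentration | control set = DMSO and PEA EC100 | replicates = n 1 | signal = Fluo-8 fluorescence, 5 s baseline then 140 s kinetic read | measure = percent activation vs PEA EC100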
CHRM1 antagonist: antagonists of human M1 muscarinic receptor; P11229; CHO-K1 hM1, Fluo-8 calcium fluorescence, ACh EC80 antagonist; inhibition, % at 3 µM; hit rate 1.3% among 360,000;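 active means percent inhibition above its own plate's cutoff, namely the mean of that plate's compound wells plus 3 SD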;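 further: peak over basal fluorescence ratio during 140 s after agonist addition; 0% = ACh EC80 plus DMSO and 100% = DMSO alone without agonist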
An asterisk follows results filed as active. Only part of the results is shown. The share of hits here may be higher or lower than overall.

SMILES | M5 PAM | CHRM1 agonist | M4 ag | M5 ag | M4 antag | M5 antag | CHRM1 PAM | TAAR1 agonist | CHRM1 antagonist
C[C@H](CO)N1C[C@H](C)[C@@H](CN(C)C(=O)c2ccc3ccn(C)c3c2)OCc2cnnn2CCCC1=O | -4 | -6 | 0 | 0 | -5 | 15 | 8 | 1 | -12
CC(=O)Nc1ccc(S(=O)(=O)N(C)CC(=O)OCC(=O)N(C)c2ccccc2)cc1 | 4 | -2 | 0 | -4 | -2 | 2 | 11 | 1 | -11
CC(=O)c1nn(-c2cccc(Br)c2)cc1C(=O)c1ccccc1 | 2 | -1 | -1 | -1 | 2 | 4 | 11 | 6 | -8
Cc1n[nH]c(C)c1CCNC(=O)C1CCC(=O)N(Cc2ccccc2F)C1 (stereo unspecified) | -5 | -1 | 1 | 0 | 4 | 5 | -1 | 3 | 7
CCOc1ccc(N=Cc2ccc([N+](=O)[O-])cc2)c(O)c1 | 1 | -3 | 1 | 0 | 5 | 6 | -3 | 5 | 8
Cc1ccccc1Nc1nc(N)nc(COC(=O)c2ccco2)n1 | 4 | 1 | 2 | 3 | 1 | 3 | 5 | 4 | -9
O=C(CN(Cc1ccccc1F)C(=O)c1ccco1)NCc1ccc(F)cc1 | -6 | 4 | 5 | 4 | 0 | 1 | 6 | 6 | -10
COc1cccc(CNC(=O)C2CCCN(c3nn4c(=O)cc(C)nc4s3)C2)c1 (stereo unspecified) | 5 | -4 | 1 | 0 | 2 | 1 | 12 | 3 | -14
Cn1c(SCC(=O)NC2CC2)nnc1-c1ccco1 | 9 | -1 | 0 | 0 | 11 | -2 | 8 | 9 | -24
CCN1CCN(S(=O)(=O)c2ccc(Cl)c(C(=O)NC(C)c3ccccc3Cl)c2)CC1 (stereo unspecified) | -3 | -8 | 1 | -8 | -6 | 2 | 8 | -1 | -6
CC(=O)Oc1cccc(C(=O)Nc2ccccc2NC(=O)c2cccc(OC(C)=O)c2)c1 | -7 | 6 | 6 | 14 | 17 | 19 | 3 | 21 | 15
Cc1ccc(NC(=O)OCCNC(=O)OC(C)C)cc1 | -2 | -9 | 2 | -1 | -2 | 0 | 10 | 0 | -4
COc1ccc(S(=O)(=O)N2CCSCC2)cc1 | 2 | -3 | 2 | 3 | -5 | -5 | -1 | 2 | 12
Cc1c[n+](CC(=O)c2ccccc2)c(C)cn1 | -5 | -5 | 1 | 0 | -1 | 2 | 5 | 4 | -8
CC(C)[C@H](NC(=O)N1CCn2c1nc1ccccc12)C(=O)NCC1CCCO1 (stereo partly specified) | 0 | -2 | 1 | -5 | -5 | 3 | 8 | 0 | -1
O=C(CN1CCSCC1)N/N=C/c1ccccc1F | 3 | -2 | 0 | -2 | 2 | -2 | -4 | 6 | 6
Cc1ccc(NC(=O)Cn2cccc2)cc1C | -4 | -7 | 0 | 1 | 7 | 13 | 2 | 8 | -6
FC(F)(F)c1cccc(-n2cc(-c3ccccc3)[nH]c2=S)c1 | -2 | -5 | 1 | -5 | 15 | 3 | 7 | 3 | -9
CS(=O)(=O)c1cccc(S(=O)(=O)N2CCN(c3ccccn3)CC2)c1 | -4 | -2 | 1 | 6 | -6 | -16 | 12 | 1 | -15
CC(C)(CN1CCC(Cc2ccccc2)CC1)NS(=O)(=O)c1ccccc1 | 5 | -5 | 3 | -15 | -5 | -3 | -18 | -2 | 26
CCc1nc2ccc(C(=O)Nc3ccc(C(=O)N(C)C)cc3)cn2c1N(C)CCCc1ccccc1 | 3 | -9 | 1 | 19 | 23 | 1 | -24 | 3 | 39*
CCOCCCn1c(-c2ccc(Cl)cc2)n[nH]c1=S | -2 | -7 | 1 | -5 | 5 | -1 | 12 | 7 | -12
COc1ccc(-c2nn(-c3ccccc3)cc2C(=O)NC2CCCCC2C)cc1 (stereo unspecified) | -3 | -2 | 2 | 3 | -7 | 4 | 4 | -2 | -11
O=C(NCCCN1CCCC1)Nc1ccccc1[N+](=O)[O-] | -2 | -7 | 0 | -4 | 3 | 10 | 11 | -1 | -11
COc1cc(OC)c2c(C)cc(=O)oc2c1C(CCN1CCN(c2ccccc2)CC1)c1ccc2c(c1)OCO2 (stereo unspecified) | -24 | -8 | 1 | -3 | -11 | 24 | -5 | -1 | 16

As entered above.
For M5 antag, CS(=O)(=O)c1cccc(S(=O)(=O)N2CCN(c3ccccn3)CC2)c1 shows -16
For CHRM1 agonist, COc1cccc(CNC(=O)C2CCCN(c3nn4c(=O)cc(C)nc4s3)C2)c1 (stereo unspecified) shows -4

With a hit mark in CHRM1 antagonist (from the list above):
| canonical_smiles | M5 PAM | CHRM1 agonist | M4 ag | M5 ag | M4 antag | M5 antag | CHRM1 PAM | CHRM1 antagonist |
| --- | --- | --- | --- | --- | --- | --- | --- | --- |
| CCc1nc2ccc(C(=O)Nc3ccc(C(=O)N(C)C)cc3)cn2c1N(C)CCCc1ccccc1 | 3 | -9 | 1 | 19 | 23 | 1 | -24 | 39* |

The list continues.
SMILES | M5 PAM | CHRM1 agonist | M4 ag | M5 ag | M4 antag | M5 antag | CHRM1 PAM | TAAR1 agonist | CHRM1 antagonist
Cc1ccc(CCNC(=O)CN(C)S(=O)(=O)c2ccc3c(c2)c(=O)n(C)c(=O)n3C)cc1 | -3 | -10 | 4 | -1 | -19 | -5 | 3 | 3 | -6
Cc1ccccc1-n1c(Cn2c(=O)sc3ccccc32)nnc1SCC(N)=O | 10 | -5 | 2 | 1 | 1 | -4 | 6 | 1 | -13
O=C1NC2(CCCCC2)N=C1c1ccccc1 | 8 | -6 | 1 | -3 | -25 | -14 | 5 | 3 | -7
O=C1CC(SCCO)C(=O)N1c1ccc(Oc2ccccc2)cc1 (stereo unspecified) | -6 | 1 | 2 | 2 | 4 | 6 | 10 | 7 | -34
Cc1ccc(C(C)NC(=S)NCc2ccc(F)cc2)cc1C (stereo unspecified) | -5 | -2 | 8 | -4 | 14 | 2 | -11 | 6 | 10
CC(=O)N1CCc2cc(S(=O)(=O)NC(Cc3ccccc3)C(=O)Nc3cc(C)ccn3)ccc21 (stereo unspecified) | -1 | -10 | 1 | -2 | 9 | -1 | 0 | 0 | 0
COc1ccc(CC(=O)NCCS(=O)(=O)N2CCN(c3ccccc3)CC2)cc1 | 7 | -3 | 4 | 3 | -3 | 0 | 4 | 0 | -2
COc1cccc(OC)c1C(=O)Nc1ccc2c(c1)CCCN2S(=O)(=O)c1ccc(C)cc1 | -10 | -5 | 3 | -8 | -3 | 21 | -1 | 0 | -3
CC1=C(C(=O)N(C(C)C)C(C)C)CC(CC(=O)NCc2ccco2)C(=O)N1CCCN1CCCC1=O (stereo unspecified) | -3 | -2 | 0 | -1 | 0 | 1 | 2 | 1 | -10
Cc1ccc(CCN2CC(C(=O)NC3CCCCC3)CC2=O)cc1 (stereo unspecified) | 2 | 3 | 1 | -3 | 0 | 1 | 13 | 3 | 0
COc1ccc(CC(=O)NNC(=O)c2cc(C)[nH]n2)cc1 | 5 | 1 | 1 | -3 | -8 | -2 | 10 | 2 | -11
COC(=O)c1ccc(C2C(C#N)=C(N)Oc3cc(O)ccc32)cc1 (stereo unspecified) | 3 | 1 | 1 | 4 | -14 | 12 | 11 | 1 | -3
CC(=O)C[C@@H](O)CC(=O)[C@H]1OC(=O)[C@@H](C)C/C=C\Cc2ccccc21 | -3 | -3 | 0 | 0 | -17 | 3 | 11 | 0 | -15
Cc1cccc(-n2ncc3c(N4CCCc5ccccc54)ncnc32)c1 | -3 | -4 | 1 | 0 | -13 | 1 | 0 | 1 | -7
CC(C)(C)N(Cc1ccccc1)C(=O)COC(=O)c1ccc([N+](=O)[O-])o1 | -4 | -6 | 3 | -2 | -5 | 9 | 8 | 0 | -8
c1ccc(CCn2c(C3CC3)nc3ccccc32)cc1 | -1 | -8 | 2 | -2 | 0 | 1 | 8 | 17 | -8
O=C(NCCCCCc1nc2ccccc2[nH]1)c1ccccc1Cl | 7 | 1 | 1 | 5 | -17 | -3 | 6 | 12 | -12
C=CCn1c(=O)[nH]c2cc(C(=O)N3CC=C(c4ccccc4)CC3)ccc2c1=O | -6 | -5 | 4 | 0 | -6 | 0 | 0 | 3 | -10
O=[N+]([O-])c1ccc(CSc2nc3ccccc3[nH]2)cc1 | -6 | -13 | 3 | 0 | -2 | 3 | 4 | 7 | -1
Cc1ccc(S(=O)(=O)N2CCCCC2)cc1NC(=O)CSc1nnnn1C | 8 | -2 | 2 | 3 | 1 | -2 | 5 | 1 | -2
OC(c1ccc(Cl)c(F)c1)c1ncc(-c2ccc(Oc3ccccc3)cc2)[nH]1 (stereo unspecified) | -3 | -5 | 4 | 0 | 4 | 4 | -3 | 1 | 8
Cc1nc(NCc2ccc3c(c2)OCO3)c2nnn(Cc3ccccc3)c2n1 | 4 | 1 | 1 | 3 | -2 | -8 | 10 | 11 | -8
Cc1cccc(C)c1NC(=S)N(Cc1cccs1)C1CCCC1 | 2 | -6 | 1 | 0 | 4 | 13 | -3 | 3 | 15
COc1ccc(C2c3cc(OC)c(OC)cc3CCN2C(=O)c2cccc([N+](=O)[O-])c2)cc1OC (stereo unspecified) | -4 | -3 | 1 | -3 | -1 | 7 | 8 | 2 | -11
O=C(CSc1nc(O)cc(=O)[nH]1)Nc1ccc2c(c1)CCC2 | 4 | 0 | 1 | -1 | -14 | -8 | 8 | 3 | -5
(next part)
SMILES | M5 PAM | CHRM1 agonist | M4 ag | M5 ag | M4 antag | M5 antag | CHRM1 PAM | TAAR1 agonist | CHRM1 antagonist
CCN(C(=O)CSc1nnc(-c2ccc3c(c2)OCO3)o1)C1CCS(=O)(=O)C1 (stereo unspecified) | 9 | -1 | 2 | 4 | -22 | -3 | 1 | 3 | 14
CC(OC(=O)COc1ccccc1)C(=O)NC1CCCC1 (stereo unspecified) | 0 | -3 | 2 | -3 | -22 | 0 | 5 | 2 | -8
CON1C(=O)C(=O)N(OC)C(C)(C)C1(C)C | -1 | -5 | 0 | -1 | -3 | -4 | 9 | 7 | -12
C[C@H](NC(=O)C1CC(=O)N(c2ccc3c(c2)OCCO3)C1)C(=O)N1CCC(C(=O)O)CC1 (stereo partly specified) | -3 | 5 | 0 | -4 | 2 | 21 | 18 | 1 | -4
CN1CCN(c2ccc(NC(=O)CN3CCOCC3)cc2F)CC1 | 2 | -7 | 2 | -3 | 2 | 2 | 6 | 1 | -5
CN(/N=C/c1ccncc1)c1cnc2ccccc2n1 | 7 | -5 | 5 | 0 | -10 | 2 | 6 | 3 | -13

4 compounds out of the list, sorted by number of heavy atoms, lowest first:
SMILES | M5 PAM | CHRM1 agonist | M4 ag | M5 ag | M4 antag | M5 antag | CHRM1 PAM | TAAR1 agonist | CHRM1 antagonist
CON1C(=O)C(=O)N(OC)C(C)(C)C1(C)C | -1 | -5 | 0 | -1 | -3 | -4 | 9 | 7 | -12
CC(OC(=O)COc1ccccc1)C(=O)NC1CCCC1 (stereo unspecified) | 0 | -3 | 2 | -3 | -22 | 0 | 5 | 2 | -8
O=C(CSc1nc(O)cc(=O)[nH]1)Nc1ccc2c(c1)CCC2 | 4 | 0 | 1 | -1 | -14 | -8 | 8 | 3 | -5
CN1CCN(c2ccc(NC(=O)CN3CCOCC3)cc2F)CC1 | 2 | -7 | 2 | -3 | 2 | 2 | 6 | 1 | -5
